ARNT-TACC3 inh = disruptors of ARNT/TACC3 protein interaction, primary screen, biochemical, AlphaScreen, single concentration. AlphaScreen His-ARNT PAS-B/GST-TACC3 binding, luminescence; TACC3 fragment carries E629A point mutation. inhibition, % at 9.99 µM. 390,000 tested, 0.66% active;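 active = mean inhibition of replicates at least 50% and at least half of replicates each reaching 50%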;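 note: 0% = complete ARNT plus TACC3 wells and 100% = ARNT alone without TACC3; many hits fall short of the cut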
* hit, by the source's call. This is a subset; rates above refer to the full screens.

SMILES	ARNT-TACC3 inh
Cc1[nH]c2ccc3c(ncn3CCC#N)c2c1C	-3
O=C(COC(=O)c1ccccc1)NCc1ccco1	-2
Cc1c(C(=O)O)oc2ccc(S(=O)(=O)N3CCC(C)CC3)cc12	1
COC(=O)C1=C(CSCc2ccco2)NC(=O)NC1c1cc(C)ccc1C (stereo unspecified)	-2
CCCNC(=O)Cn1cnc2sc(C(=O)N3CCCC(C(=O)OCC)C3)c(C)c2c1=O (stereo unspecified)	-1
CC1(C)CC(O)C(CCC(O)c2ccccc2)C(C)(C)N1 (stereo unspecified)	-5
Cc1ccccc1Cn1cc(NC(=O)c2nc3ncccn3n2)cn1	3
Cc1cc(NC(=O)CSc2nc3c(c(=O)n2-c2ccc(Cl)cc2)SCC3)no1	-24
O=C1CN(C(=O)c2ccccn2)c2ccccc2N1	-6
CCN(CC)CCn1cnc2c([nH]c3cccc(OC)c32)c1=O	-2
O=C(COc1ccc(-c2nnco2)cc1)N1CCN(S(=O)(=O)c2ccccc2)CC1	3
Cc1ccc(S(=O)(=O)NCc2n[nH]c(=S)n2C)cc1	-2
COc1cc2c(C(=O)NCc3ccc4c(c3)OCO4)cn(CC(C)C)c(=O)c2cc1OC	0
COc1cccc(CN2CCCC(C(=O)N3CCCCC3)C2)c1OC (stereo unspecified)	-3
COc1ccc2c(c1OC)CN1CCc3cc4c(cc3[C@@H]1[C@@H]2O)OCO4	4
O=C(COC(=O)c1ccccc1SCC(=O)NC1CCCCC1)NC1CCCCC1	36
Cc1ccc(S(=O)(=O)c2c(C)nn(C(C)(C)C)c2OC(=O)C(C)(C)C)cc1	-5
O=C(CN1CCN(S(=O)(=O)c2ccc(Br)cc2)CC1)Nc1ccc(F)cc1F	-8
CC(=O)C1=C(O)C(=O)N(c2cc(C(C)(C)C)on2)C1c1ccc(Br)cc1 (stereo unspecified)	-2
COc1cc(C)ccc1OCCOc1cc(C)ccc1Cl	-5
COc1ccc(OCCCc2c(C)n[nH]c2C)cc1	2
O=c1c2c(nc3cc(-c4ccccc4)[nH]n13)CCS2	0
CCOc1cc(-c2cc(-c3ccc(N)cc3)nc(N)c2C#N)ccc1O	-26
CN(CC(=O)Nc1cccc2ccccc12)c1ccc(S(=O)(=O)N2CCOCC2)cn1	-5
COc1ccc(/C(C#N)=C/c2c(-c3ccc(Cl)cc3)nc3c(C)cccn23)cc1	4
CCC(C#CCN1CCCCC1)(CC)OCCC#N	-26
CN1CCN(C(=O)C2C3C=CC(C3)C2C(=O)O)CC1 (stereo unspecified)	4
Cc1ccc2c(Cl)c(C(=O)NCc3cccnc3)sc2c1	-4
COc1ccc(NC(=O)CSc2nnc(-c3ccccn3)n2-c2ccccc2)cc1OC	22
CN1CC(=O)N(CC(=O)Nc2ccc(N(C)C)cc2)c2ccccc2C1=O	5
CCOc1ccccc1NC(=O)N1CCC(n2nnc3cc(C)ccc32)CC1	-8
Cc1ccc(NC(=O)Cn2cncc2-c2ccc([N+](=O)[O-])cc2)cc1C	-7
Cn1cc(CC(=O)Nc2cccc(C#N)c2)c2ccccc21	1
CCSc1ncc(/C=N/Nc2ccc([N+](=O)[O-])cc2)n1C	0
OCCN(CCO)CC(O)COc1ccc2c(c1)OCO2 (stereo unspecified)	-13
O=C(CSc1ncn(-c2ccccc2)n1)Nc1nc2ccccc2s1	1
COc1ccc(CNC(=O)C(c2ccncc2)N(C(=O)Cc2cccs2)c2ccccc2C)cc1 (stereo unspecified)	-9
Cc1ccc2c(C(=O)CN3CCCC3)c(C)[nH]c2c1	1
CC(Oc1ccccc1Br)C(=O)N1CCc2ccccc21 (stereo unspecified)	-2
COC1CCN(Cc2c(C(=O)N3CCN(C4CCCCC4)CC3)nc3ccccn23)CC1	0
CC1CCN(S(=O)(=O)c2cc(Br)cc(C(=O)NC3=NCCS3)c2)CC1	-1
Clc1cccc(Cl)c1CON/C=N/c1ncnc2sccc12	-2
C=CCn1c(C)cc(C(=O)CSc2nnc(NC(C)C)s2)c1C	-1
CCOC(=O)C1/C(=N\O)CC(C)(O)C(C(=O)OCC)C1c1ccc(N(C)C)cc1 (stereo unspecified)	-2
CN(C)C(=O)c1ccc(NC(=O)c2cncc(Br)c2)cc1	-1
CSc1sc(C)cc1C1C(C#N)=C(N)N(c2cccnc2)C2=C1C(=O)CCC2 (stereo unspecified)	9
N#Cc1cnc(Nc2nc3ccccc3o2)nc1-c1ccccc1	18
O=C(CSc1nc(-c2ccccc2)cc(C(F)(F)F)n1)N1CCOCC1	-24
Nc1c(C(=O)Nc2nc3ccccc3s2)sc2nc(-c3cccs3)ccc12	21
CCN(CC)S(=O)(=O)c1cc(NC(=O)COC(=O)CCc2nc3ccccc3s2)ccc1C	9

Next part
SMILES	ARNT-TACC3 inh
O=C(CCC1CCCCC1)Nc1c[nH]c(=O)[nH]c1=O	2
O=C(Nc1ccccc1F)c1ccc(COc2ccc(Cl)cc2Cl)o1	2
COc1ccccc1C(O)Cc1nc2ccccc2n1C (stereo unspecified)	-3
CS(=O)(=O)N1CCN(C/C=C/c2ccccc2)CC1	-15
CC(C)C(NC(=O)OCc1ccccc1)C(=O)OCC(=O)NCc1ccco1 (stereo unspecified)	-1
CN(c1ccc(C(=O)NC2CC3CCC2C3)cc1)S(C)(=O)=O (stereo unspecified)	27
c1ccc(CN2CCN(c3ncnc4c3[nH]c3ccccc34)CC2)cc1	0
CCCCn1nnc(NC(=O)COc2cc(C)ccc2C(C)C)n1	-16
CCOC(=O)c1ccc(N=Cc2nc(-c3ccccc3)oc2OC(C)=O)cc1	5
CC(C)C1NC2(C(=O)c3ccccc3C2=O)C2C(=O)N(c3ccc(F)cc3)C(=O)C12 (stereo unspecified)	-1
CC1(C)CC(=O)C=C(Nc2cccc(O)c2)C1	0
CCOC(=O)C1CCCN(C(=O)Cn2cnc3c2c(=O)n(C)c(=O)n3C)C1 (stereo unspecified)	-4
CCOC(=O)C1CCN(C(=O)c2ccccc2NC(C)=O)CC1	-9
O=C(CN1CCC(C(=O)c2ccc(Cl)cc2)CC1)Nc1ccc2c(c1)OCCO2	9
CCN(CCO)Cc1csc2ccc(Br)cc12	-11
Cc1ccc(C(=O)C(C)OC(=O)c2n[nH]c(=O)c3ccccc23)cc1 (stereo unspecified)	-5
COc1ccc(OCC(O)Cn2c(Nc3ccccc3)nc3c2c(=O)n(C)c(=O)n3C)cc1 (stereo unspecified)	-19
Cc1nnc(SCc2c(Cl)cccc2Cl)s1	-9
c1coc(CSCc2cn3cccnc3n2)c1	-4
CCC(C)NC(=O)CSc1nnc(-c2ccc(C(C)(C)C)cc2)n1C (stereo unspecified)	-2
COc1ccc(NC(=O)c2cc(S(=O)(=O)N3CCc4ccccc43)cn2C)c(OC)c1	-1
CC/C(O)=C(/C#N)c1nnc2n1CCCCC2	4
O=c1cc(CO)occ1OCc1ccccc1	-2
O=c1c2ccccc2oc2ncccc12	2
COc1ccc(C(=O)Nn2c(SCC(=O)NC3CCCC3)nc3ccccc3c2=O)cc1	7
C=CCn1c(SCC(=O)O)nnc1-c1cccc(Cl)c1	-5
COc1cc(NC(=S)NC(=O)c2ccc(C)cc2C)ccc1NC(=O)c1cccs1	-1
CCN(CC)CCCNc1nc(-c2ccccc2)nc2ccccc12	-3
CCc1ccc(Nc2nc(N)nc(CSc3nnnn3-c3ccccc3)n2)cc1	-15
CC1SCCN1S(=O)(=O)c1ccc2ccccc2c1 (stereo unspecified)	0

Another view of some results above.
Molecule: COc1cc(NC(=S)NC(=O)c2ccc(C)cc2C)ccc1NC(=O)c1cccs1
  ARNT-TACC3 inh: -1

Molecule: CCN(CC)CCCNc1nc(-c2ccccc2)nc2ccccc12
  ARNT-TACC3 inh: -3

Molecule: CCc1ccc(Nc2nc(N)nc(CSc3nnnn3-c3ccccc3)n2)cc1
  ARNT-TACC3 inh: -15

Molecule: CC1SCCN1S(=O)(=O)c1ccc2ccccc2c1 (stereo unspecified)
  ARNT-TACC3 inh: 0

Following part
SMILES	ARNT-TACC3 inh
COCCNC(=O)CCn1nc(-c2ccc(Cl)cc2)ccc1=O	-4
O=C(CSc1nnc(-c2ccc(Cl)cc2Cl)n1C1CCCCC1)NC1CCS(=O)(=O)C1 (stereo unspecified)	3
N#Cc1ccc(-c2ccc(Cl)cc2)nc1Oc1ccc(F)cc1	4
O=C(/C=C/N1CCOCC1)c1cc2ccccc2o1	0
CCN=c1scc(-c2ccccc2)n1/N=C/c1ccccn1	61*
C=CCC(O)(CCN1CCCCC1)c1ccccc1 (stereo unspecified)	-2
Cc1occc1C(=O)Nc1cc(C(C)(C)C)on1	-8
CC(C)CC(=O)NCCCN1CCN(CCCNC(=O)CC(C)C)CC1	1
CCn1c(=N)n(CC(=O)c2ccc(OC)cc2)c2ccccc21	1
O=C(COCc1nc2ccccc2c(=O)[nH]1)NC1CCCC1	-10

Brought forward from above: 2 compounds; new compounds follow.
SMILES	ARNT-TACC3 inh
CCn1c(=N)n(CC(=O)c2ccc(OC)cc2)c2ccccc21	1
O=C(COCc1nc2ccccc2c(=O)[nH]1)NC1CCCC1	-10
O=C(c1ccco1)N1CCN(S(=O)(=O)Cc2ccc(Cl)cc2)CC1	-6
CCOC(=O)C1=C(O)/C(=C/c2ccc(-c3ccccc3C(=O)O)o2)SC1=Nc1ccc(OC)cc1	1
COc1nc(Oc2ccc(C(=O)OCC(N)=O)cc2)nc(N(C)C)n1	0
CCOC(=O)C(CCCOc1cccc(OC)c1)C(=O)OCC	-20
COc1ccc(NC(=O)Nc2cccc3cccnc23)cc1	4
NCCCCCc1nnc(SCc2ccccc2Cl)o1	-6
Cc1cc(Cl)ccc1N(CC(=O)N=Nc1c(O)[nH]c2ccccc12)S(C)(=O)=O	13
Cc1c(C(=O)O)sc(=S)n1CCOc1ccccc1	-3
Cc1c(Cl)c(C(F)(F)F)nn1CC(=O)N1CCSCC1	-2
COc1ccc(S(=O)(=O)N2CCC(=O)N2)cc1	-10
CCn1c(CNc2ccc(Cl)cc2)nnc1SCc1ccc(C)cc1	-14
Cc1ccc2nc(-c3ccc4c(c3)OCCO4)cc(C(=O)O)c2c1	-2
O=C(c1ccc(Oc2ccc(C(F)(F)F)cn2)cc1)N1CCN(c2ccccc2)CC1	-6
CC(C)C(=O)Nc1ncc(C(F)(F)F)cc1Cl	0
COCC(=O)Nc1ccc(S(=O)(=O)Nc2cc(C)nc(C)n2)cc1	1
Cc1ccc(-n2nnnc2C(=Cc2ccc(N(C)C)cc2)c2nnnn2-c2ccc(C)cc2)cc1	-1
COc1ccc(S(=O)(=O)N(CCCN2CCOCC2)Cc2cccc3ccccc23)cc1	2
CCn1c2ccccc2c2nnc(SCc3ccc(C(=O)OC)o3)nc21	6
CC(Sc1nc(N)cc(=O)[nH]1)C(=O)NC1CCCCC1 (stereo unspecified)	-6
CCCC1CCc2c(sc(N)c2C(N)=O)C1 (stereo unspecified)	-1
O=C(NCSC1=NCCS1)c1ccccc1	-5
CN(C)N1C(N)=C(C#N)C(c2cccnc2)C2=C1CC(C)(C)CC2=O (stereo unspecified)	30
COc1ccc(OCC(=O)Nc2cccc(NC(=O)COc3ccc(OC)cc3)n2)cc1	14
O=C(N1CCOCC1)N(Cc1ccccc1)c1ccccn1	2
O=C(/C=C/c1ccco1)Nc1ccc(Oc2ccc(Cl)cc2)cc1	-5
COc1cc(C(=O)Oc2c(CN3CCOCC3)cc(Cl)c3cccnc23)cc(OC)c1OC	70*
Cc1ccc(NC2CCCN(C(=O)c3ccc(C)c(N4CCNC4=O)c3)C2)cc1C (stereo unspecified)	-2
COc1cc2c(cc1NC(=O)COC(=O)C1CC(=O)N(Cc3ccco3)C1)oc1ccccc12 (stereo unspecified)	-5
COc1ccc(OC)c(CCNC(=O)c2ccc3c(c2)N(Cc2ccc(F)cc2)CCS3)c1	20
Cc1cc(C(=O)CSc2nnc(-c3ccccc3)n2Cc2ccc3c(c2)OCO3)c(C)n1C	-5
CC(C)CNC(=O)c1ccccc1NC(=O)CSCc1ccccc1	-3
CCOC(=O)Cc1nnc2c(Nc3ccc(C)cc3)nc3nonc3n12	-3
COc1ccc(CCNS(=O)(=O)c2ccc3oc(C(=O)O)c(C)c3c2)cc1OC	-1
COc1ccc(CCNC(=O)CSc2nc3ccccc3o2)cc1OC	1
COc1ccc(NS(=O)(=O)c2cc(C)ccc2OC)cc1OC	0
CCC(C)NC(=S)NNC(=O)c1ccc(C(C)(C)C)cc1 (stereo unspecified)	-2
CCN1CCN(Cc2ccc(OCc3ccccc3)c(OC)c2)CC1	0
Cc1cc(NC(=O)CCC(=O)N(CC(=O)NC2CCCC2)c2cccc(C)c2C)no1	-15
COc1cc(NC(=O)CCCSc2nc(-c3ccco3)cc(C(F)(F)F)n2)cc(OC)c1OC	5
CCCCn1c(=O)nc2n(-c3ccccc3)c3ccccc3cc-2c1=O	0
O=C(NCC1CCCO1)C1CCC(=O)N1CCc1ccccc1 (stereo unspecified)	-6
CC(c1ccccc1)C1NC(C(=O)O)CS1 (stereo unspecified)	5
Clc1cccc(NCc2nnc(SCc3ccc(Cl)cc3Cl)o2)c1	-9
COc1ccc(-c2cc(C(F)(F)F)n3nc(C(=O)N4CCCC4)cc3n2)cc1	-17
Cc1ccc(N2CC(C(=O)N/N=C/c3cccc([N+](=O)[O-])c3)CC2=O)cc1 (stereo unspecified)	-8

Source: PubChem (Broad Institute)
